# uPA surface inh: inhibitors of cell surface uPA generation. 0.31% of 330,000 active. Potency, µM (top dose mostly 38.3 µM), without a hit: top-dose activity change, negative = inhibition, actives largely listed as inhibitors. AID 540303. cell surface uPA generation assay, qHTS; active = well fitted inhibition curve with a large enough effect; inconclusive = small, poorly fitted or top-dose-only effect; inactive = no such curve, though single readings can be large or run the other way; tested in mouse RAW 264.7 cells; note: potency is the fitted concentration of half-maximal effect; nearly all actives have a fitted effect of over 55% in size
# USP2a inh: USP2a (human) protease inhibition | O75604 | USP2 core, Ub-CHOP2 coupled fluorogenic reporter, 485/531 | Potency, µM (titrated, usually from 38.3 µM), for inactives: top-dose activity change, negative = inhibition, actives largely listed as inhibitors | 0.01% of 330,000 active | AID 463254;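 note: potency is the fitted concentration of half-maximal effect; plate controls were DMSO wells for no effect and full inhibition by NEM control for full effect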
#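 USP2 core (10nM final) preincubated 30min RT with compound in 20mM Tris-HCl pH 8.0, 2mM CaCl2, 2mM beta-mercaptoethanol, 0.05% CHAPS; 25nM Ub-CHOP2 plus 25nM reporter substrate added, fluorescence (Ex485/Em531) read after 60min.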
# PKM2 act: activators of human pyruvate kinase M2 | P14618 | purified PKM2, Kinase-Glo ATP luminescence, activation; response scale: 0% is enzyme alone, no compound | Potency, µM (highest dose often 57.5 µM), for inactives: at the top dose activation, usual class: activators | 0.34% of 260,000 active; note: potency is the fitted concentration of half-maximal effect; nearly all actives have a fitted effect of over 55% in size
#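 Purified hPK-M2 (>95% pure) converted ADP (0.1 mM final) to ATP with 0.5 mM PEP in 50 mM imidazole pH7.2, KCl, MgCl2, Tween 20, BSA; 1 h at room temperature. ATP detected by Kinase-Glo luminescence.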
# Coupling enz: inhibits coupling enzyme system, counter-screen for aldolase hits. coupling enzyme system counterscreen, AmpLite Red fluorescence. activity change, negative = inhibition, % at 58.2 µM, hits read low. 0.67% of 290,000 active. AID 2472; in the data active = activity change below about -30%
#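 Coupling enzymes only (glyceraldehyde-3-phosphate) + compound, at 57.5 uM final, 10 min RT; add substrate/coupling/AmpLite Red mix, 20 min RT; fluorescence ex 525/em 598 nm. Actives flag coupling-system interference.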
# B2AR arrestin: agonists driving beta-arrestin recruitment to human beta2-adrenergic receptor | P07550 | beta-arrestin recruitment to beta2AR, cell-based reporter | Potency, µM (doses to about 46.1 µM), inactives show top-dose activation, usual class: activators | 0.02% of 330,000 active | AID 492947;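 note: potency is the fitted concentration of half-maximal effect; 0% = DMSO controls and full agonism = EC100 isoproterenol or metaproterenol; nearly all actives have a fitted effect of over 65% in size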
# Target sequence (P07550 whole entry, looked up): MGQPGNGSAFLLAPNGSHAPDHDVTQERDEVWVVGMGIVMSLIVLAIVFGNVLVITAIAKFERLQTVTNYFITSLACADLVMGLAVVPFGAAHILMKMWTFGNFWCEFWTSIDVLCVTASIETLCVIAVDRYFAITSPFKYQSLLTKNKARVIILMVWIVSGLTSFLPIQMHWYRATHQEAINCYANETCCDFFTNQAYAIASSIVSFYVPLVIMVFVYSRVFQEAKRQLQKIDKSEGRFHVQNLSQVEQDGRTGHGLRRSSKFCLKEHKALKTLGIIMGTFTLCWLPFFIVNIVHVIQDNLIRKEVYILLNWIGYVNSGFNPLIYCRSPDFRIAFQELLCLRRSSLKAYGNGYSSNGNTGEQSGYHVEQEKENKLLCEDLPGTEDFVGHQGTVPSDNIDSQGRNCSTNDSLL
# GALK inh: inhibitors of human galactokinase; P51570; Purified GALK, Kinase-Glo residual ATP luminescence; Potency, µM (top dose mostly 57.5 µM), inactives show top-dose activity change, negative = inhibition, usual class: inhibitors; 0.007% of 270,000 active; AID 1868; note: potency is the fitted concentration of half-maximal effect
#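 Compounds were pin-transferred into ATP buffer (35 uM final), then GALK plus galactose (5 nM, 100 uM final) was added. After 1 h at room temperature, Kinase-Glo Plus was added and luminescence read after 10 min.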
# BCR signal inh: chronic active BCR signaling inhibition; ABC-DLBCL IkBa-CBG/CBR reporter, luminescence ratio, 4 h; Potency, µM (highest dose often 46.1 µM), for inactives: top-dose ratio change, negative = lower green/red ratio, hits mostly inhibitors; 0.05% of 340,000 active; AID 493014; active = well fitted inhibition curve with a large enough effect in the signal ratio, with a control signal flat, not every such curve was filed as active; inconclusive = small, poorly fitted or top-dose-only effect, or effect the other way, or a change in a side signal; the % refers to the signal ratio;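 note: potency is the fitted concentration of half-maximal effect; plate controls were basal doxycycline-induced cells for no effect and cells given 10 µM MG132 for full effect; MG132 reads +100%, hits lower the ratio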
#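 Cell line TMD8 (human ABC DLBCL), stably expressing tet-inducible CBG68-IkBa fusion and CBR; IMDM/0.5% FBS; cpd up to 46 uM; dox induction, 4 h, 37C/5% CO2; dual luminescence; green/red ratio; MG132 control.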
# Giardia killer: Giardia lamblia killing; Giardia lamblia trophozoite viability; activity change, % at 7.66 µM, hits read low; 0.15% of 340,000 active; AID 540267; in the data active = activity change below about -80%; inconclusive = between about -30% and that limit;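 note: parasites exposed to compound for two days anaerobically before the ATP read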
#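 Giardia lamblia trophozoites (100 cells/well) were incubated with compounds for 48 h at 37 deg C under anaerobic conditions. Viability was read as ATP content by one-step luminescence after 15-30 min at room temperature.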
# Eya2 phos inh: blocks the phosphatase activity of human Eya2; O00167; recombinant Eya2, OMFP fluorescence dephosphorylation (OMFP is methylfluorescein phosphate); Potency, µM (highest dose often 76.9 µM), for the others: at the highest dose activity, negative = inhibition, hits mostly inhibitors; 0.006% of 330,000 active; note: potency is the fitted concentration of half-maximal effect
# Target sequence (O00167 whole entry, looked up): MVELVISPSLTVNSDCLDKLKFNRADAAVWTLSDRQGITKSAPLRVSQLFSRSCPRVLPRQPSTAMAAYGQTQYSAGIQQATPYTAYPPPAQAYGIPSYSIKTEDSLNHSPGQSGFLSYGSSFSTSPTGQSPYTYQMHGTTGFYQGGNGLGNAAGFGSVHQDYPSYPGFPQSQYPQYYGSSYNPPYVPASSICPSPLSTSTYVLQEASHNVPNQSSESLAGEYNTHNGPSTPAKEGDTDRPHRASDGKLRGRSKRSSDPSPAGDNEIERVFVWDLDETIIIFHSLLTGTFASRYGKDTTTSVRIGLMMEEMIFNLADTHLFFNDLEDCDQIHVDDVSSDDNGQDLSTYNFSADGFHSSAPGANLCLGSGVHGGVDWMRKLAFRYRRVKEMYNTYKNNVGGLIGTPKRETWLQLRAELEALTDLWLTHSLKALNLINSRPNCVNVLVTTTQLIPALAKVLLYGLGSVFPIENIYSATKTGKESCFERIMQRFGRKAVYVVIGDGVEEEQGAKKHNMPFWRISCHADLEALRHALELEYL
#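 Eya2 (0.2 uM) preincubated 10 min at ambient with compound, then OMFP substrate added at 50 uM; 10 min reaction in 50 mM HEPES pH 7.5, 50 mM NaCl, 5 uM MgCl2, 0.05% BSA, 1 mM DTT. Fluorescence read at Ex 485/Em 525 nm.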
# hERG WT inh: inhibitors of human wildtype KCNH2 potassium channel; 0.37% of 340,000 active; Q12809; U2OS, BacMam KCNH2, thallium flux FluxOr; hits give low values; activity change, % at 1.84 µM; AID 720551;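 active = maximum activity change below -70%; inconclusive = maximum activity change between -70% and -50%; inactive = maximum activity change above -50%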
#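 U2OS cells transduced with wild-type KCNH2 virus are loaded with FluxOr dye for 45 min, and thallium flux is measured in kinetic reads before and after stimulation buffer. Rate constants are normalized to DMSO controls.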
# KCNH2 3.1 block: inhibitors of human KCNH2 3.1 potassium channel isoform. 0.95% of 340,000 active. activity change, % (tested at about 1.8 µM). U2OS KCNH2 3.1, thallium flux FluxOr; hits give low values;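 active = maximum activity change below -70%; inconclusive = maximum activity change from -70% to -50%; inactive = maximum activity change above -50%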;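 note: thallium influx rate constant from kinetic fluorescence after stimulation buffer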
#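 Measured as rate of thallium-driven FluxOr signal in transduced U2OS cells carrying the 3.1 channel, read kinetically for 2 min upon stimulation; values are rate constants scaled to DMSO control wells.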
# * = called active by the depositor; ? = inconclusive; / = not tested or not shown; [ ] = remark or other dose. Unless noted, calls come from the whole dose curve; as a rule, active = well fitted curve in the direction sought with a large enough effect; inconclusive = small, poorly fitted or top-dose-only effect, or another doubt; inactive = no such curve, though single readings can be large; an effect the other way counts as inactive or inconclusive. Unless noted, % is set by controls: 0 for no effect and ±100 for the full control effect. No enrichment for hits, and some 2.4% of all compounds hit somewhere here.
item	Molecule	uPA surface inh	USP2a inh	PKM2 act	Coupling enz	B2AR arrestin	GALK inh
1	O=C(NCc1cccs1)C1CCCN(C(=O)Nc2ccccc2)C1 (stereo not given)	-2%	4%	-5%	1	-0.3%	4%
2	COc1ccc(CCNC(=O)CN2CCC(C)CC2)cc1OC	-2%	5%	-23%	-1	-1.5%	-4%
3	Cc1nc(-c2cccc(N)c2)cs1	2%	0%	1%	1	-0.3%	-2%
4	O=C(c1cc2ccccc2cc1O)N1CCN(c2ccccc2O)CC1	2%	0%	/	/	0.2%	/
5	COc1cccc(C(=O)N2CCN(Cc3ccccn3)CC2)c1	13%	-1%	/	-3	0.5%	-3%
6	Cc1cc2oc(C(=O)N3CCN(CCc4ccccn4)CC3)c(C)c2cc1C	-5%	0%	/	/	0.5%	0%
7	O=C(/C=C/c1ccccc1Cl)NCCc1ccc(F)cc1	3%	1%	-1%	1	-0.2%	1%
8	CCC1=NN(S(=O)(=O)c2ccc(C)cc2)C(O)(C(F)(F)F)C1 (stereo not given)	4%	2%	5%	0	0.4%	0%

item	BCR signal inh	Giardia killer	Eya2 phos inh	hERG WT inh	KCNH2 3.1 block
1	-12%	16	3%	-4	1
2	?	11	5%	-1	11
3	0%	-25	-17%	0	15
4	-5%	32[activator]	12%	-3	0
5	-1%	-6	2%	10	-6
6	-14%	7	4%	3	-11
7	?	2	10%	-4	2
8	-1%	-4	11%	-7	13

# Remaining list, next part.
item	Molecule	uPA surface inh	USP2a inh	PKM2 act	Coupling enz	B2AR arrestin	GALK inh
9	CC(Sc1ccccn1)C(=O)Nc1ccccc1 (stereo not given)	2%	-3%	0%	3	-0.1%	0%
10	COc1ccc(N(CC(=O)Nc2ccccc2C(=O)O)S(=O)(=O)c2ccc(C)c([N+](=O)[O-])c2)cc1	-6%	-3%	0%	1	0.4%	-1%
11	O=C(COC(=O)/C=C/c1ccc2c(c1)OCO2)NC1CC1	2%	-5%	-2%	2	2.5%	-1%
12	COc1ccc(N2Cc3ccccc3C2=NC(=O)c2cccc([N+](=O)[O-])c2)cc1	-4%	-1%	13%	-4	0.1%	0%
13	O=C(CCC(=O)N1CCOc2ccccc21)NCc1cccnc1	3%	2%	-2%	-1	-0.1%	/
14	Cc1ccccc1C(=O)Nc1nnc(S(=O)(=O)N2CCCCCC2)s1	11%	2%	2%	2	0.5%	/
15	COc1ccc(NC(=O)C2CCCN(S(=O)(=O)c3ccc4c(c3)CC(C)N4C(C)=O)C2)cc1 (stereo not given)	3%	0%	/	1	-0.2%	-3%
16	Cc1ccc(C2NC(c3ccc(C)cc3)C(C)C(=NO)C2C)cc1 (stereo not given)	-5%	2%	-3%	-2	-0.5%	-1%

item	BCR signal inh	Giardia killer	Eya2 phos inh	hERG WT inh	KCNH2 3.1 block
9	4%	-10	16%	-31	4
10	?	-1	0%	-6	-3
11	-4%	5	-2%	2	3
12	-12%	14	4%	-9	-8
13	-5%	0	16%	-3	1
14	9%	30	-4%	-1	-4
15	5%	-1	2%	-4	-1
16	26%	-7	-11%	12	-3

# Next part
item	Molecule	uPA surface inh	USP2a inh	PKM2 act	Coupling enz	B2AR arrestin	GALK inh
17	C=CCNc1sc(C(=O)c2ccc(Br)s2)c(N)c1C#N	-1%	5%	-2%	1	0.0%	0%
18	FC(F)(F)c1ccc(Oc2ccc(Cl)cc2Br)nc1	0%	2%	-9%	-4	-0.1%	0%
19	CCn1c(SCc2nnc(-c3ccccc3)o2)nnc1-c1ccc(S(=O)(=O)N2CCCC2)cc1	-5%	2%	-2%	3	0.1%	1%
20	CC1CN(Cc2c(O)ccc3c(=O)c(-c4ccccc4)coc23)CC(C)O1 (stereo not given)	0%	1%	-1%	3	0.0%	2%
21	O=C(Nc1nnc(C2CC2)s1)c1cc(S(=O)(=O)N2CCCCC2)ccc1N1CCOCC1	?	2%	-3%	1	-0.3%	-2%
22	CC(=O)c1ccc(NS(=O)(=O)c2ccc(N)cc2)cc1	4%	3%	9%	4	-0.3%	-1%
23	O=c1cc(CSc2ccc(Cl)cc2)nc(-c2ccccc2)[nH]1	-1%	2%	3%	2	0.1%	-1%
24	O=C(O)COc1ccc(Br)cc1/C=N\Nc1ccccn1	3%	-1%	1%	2	-1.1%	1%

item	BCR signal inh	Giardia killer	Eya2 phos inh	hERG WT inh	KCNH2 3.1 block
17	24%	11	21%	-2	14
18	2%	0	2%	0	-12
19	-2%	3	1%	-1	-14
20	-5%	19	1%	-7	4
21	0%	-3	9%	4	10
22	?	-10	6%	-1	1
23	-1%	-8	6%	2	-20
24	0%	-3	-1%	-13	5

# Continued.
item	Molecule	uPA surface inh	USP2a inh	PKM2 act	Coupling enz	B2AR arrestin	GALK inh
25	COc1ccc(/C(C)=N/NC(=O)c2nnn(-c3nonc3N)c2-c2cccs2)cc1	0%	2%	/	/	0.3%	8%
26	CC(C)c1c(C(=O)N/N=C/c2ccccc2C(=O)O)nnn1-c1nonc1N	2%	0%	/	5	0.1%	6%
27	CCOc1ccc2nc(NC(=O)COC)sc2c1	-6%	5%	5%	4	-0.3%	0%
28	COc1ccc(NC(=O)C(C)N(C)Cc2ccc3ccccc3c2)cc1 (stereo not given)	-3%	-5%	/	2	-0.9%	5%
29	O=C(CCNC(=O)c1ccc(Br)cc1)NNC(=O)COc1ccccc1F	3%	5%	/	/	-0.2%	/
30	CCN(CC(=O)NCc1ccc(F)cc1)C(=O)Cc1c(F)cccc1Cl	-2%	-1%	-10%	-2	-1.6%	0%
31	Cc1ccc(S(=O)(=O)n2c([N+](=O)[O-])cnc2C)cc1C	2%	3%	-1%	0	-0.1%	-1%
32	O=C(Nc1nnc(-c2ccc(F)cc2)o1)c1ccc(S(=O)(=O)N2CCOCC2)cc1	-8%	2%	0%	/	-0.3%	5%

item	BCR signal inh	Giardia killer	Eya2 phos inh	hERG WT inh	KCNH2 3.1 block
25	-11%	-9	10%	4	-26
26	-4%	-11	-17%	-2	-2
27	?	-21	11%	2	-6
28	1%	2	7%	9	-2
29	10%	-8	0%	17	/
30	3%	10	6%	4	10
31	9%	-19	3%	-6	11
32	6%	-12	1%	9	9

# Additional structures.
item	Molecule	uPA surface inh	USP2a inh	PKM2 act	Coupling enz	B2AR arrestin	GALK inh
33	CN(C)CCCNC(=O)CCc1ncc(C(F)(F)F)cc1Cl	-2%	1%	/	1	0.1%	11%
34	COCC(C)NC(=O)Cc1ccc(F)cc1 (stereo not given)	3%	2%	-3%	0	-0.2%	2%
35	CC1=C(C(=O)N2CCCCC2)C2(CCC(C)CC2)OC1=O (stereo not given)	-3%	3%	-16%	2	-0.7%	-1%
36	C=CCNC(=S)Nc1ccc(C)c(S(=O)(=O)N2CCCCC2)c1	-1%	4%	-2%	-1	-0.2%	-1%
37	O=C(Nc1ccccc1C(=O)NCc1cccnc1)c1ccc(Cl)cc1Cl	7%	5%	2%	1	-0.8%	0%
38	COc1ccc(-c2nc(-c3ccccc3)c(-c3cc([N+](=O)[O-])ccc3C)[nH]2)cc1O	0%	-1%	4%	-10	8.4%	-4%
39	CC(=O)NCCn1ccc2ccccc21	-4%	-3%	-1%	-5	0.0%	2%
40	COCCOC(=O)C1=C(C)N=c2s/c(=C\c3cccs3)c(=O)n2C1c1cccs1 (stereo not given)	4%	3%	6%	2	-0.5%	-3%
41	C[C@H](NC(=O)c1ccc(C(C)(C)C)cc1)C(=O)N1CCN(C/C=C/c2ccccc2)CC1	?	-8%	/	/	0.4%	/
42	CN(C)C(/C=C/Nc1ccc(F)cc1F)=C(C#N)C#N	10%	-1%	1%	-2	-0.1%	-2%
43	FC(F)(F)c1cc(Oc2ccccc2)ncc1-c1nnc(-c2ccccc2Cl)o1	14%	2%	-3%	3	-0.3%	5%

item	BCR signal inh	Giardia killer	Eya2 phos inh	hERG WT inh	KCNH2 3.1 block
33	-1%	-14	-4%	4	?
34	-1%	9	6%	2	5
35	-1%	-10	3%	-1	-11
36	3%	19	-4%	1	3
37	10%	-28	-8%	9	-12
38	?	10	0%	-14	-6
39	2%	17	-15%	0	-17
40	?	1	-2%	-16	0
41	-12%	9	-35%	5	-30
42	-3%	0	12%	3	2
43	6%	-9	-5%	5	4

# Entries of single compounds as entered above. Values in the order: uPA surface inh	USP2a inh	PKM2 act	Coupling enz	B2AR arrestin	GALK inh	BCR signal inh	Giardia killer	Eya2 phos inh	hERG WT inh	KCNH2 3.1 block
# COCCOC(=O)C1=C(C)N=c2s/c(=C\c3cccs3)c(=O)n2C1c1cccs1 (stereo not given) in the list: 4%	3%	6%	2	-0.5%	-3%	?	1	-2%	-16	0
# C[C@H](NC(=O)c1ccc(C(C)(C)C)cc1)C(=O)N1CCN(C/C=C/c2ccccc2)CC1 in the list: ?	-8%	/	/	0.4%	/	-12%	9	-35%	5	-30
# C=CCNC(=S)Nc1ccc(C)c(S(=O)(=O)N2CCCCC2)c1 in the list: -1%	4%	-2%	-1	-0.2%	-1%	3%	19	-4%	1	3

# Assay outcomes (PubChem)
